High-throughput results from PubChem.
Pol III holo inh = inhibitors of bacterial DNA polymerase III holoenzyme; reconstituted DNA polymerase III holoenzyme replication, biochemical; Potency, µM (highest dose often 57.1 µM), inactives show at the highest dose activity change, negative = inhibition; hit rate 0.25% among 71,000; AID 603; further: potency means the concentration at half of the fitted maximal effect; on the % scale 0 is the no-effect control and ±100 the full control effect
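Reconstituted *E. coli* holoenzyme (0.35 nM Pol III, 1 nM beta, 154 nM SSB, 2 nM primase) was preincubated with compound for 15 min at RT. Synthesis on 1.4 nM ssM13Gori ran 35 min, then was stopped with PicoGreen/EDTA and read as dsDNA fluorescence.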
HADH2 inh = blocks human hydroxyacyl-CoA dehydrogenase type II. AID 886. Potency, µM (series often up to 57.1 µM), for inactives: at the top dose activity change, negative = inhibition, usual class: inhibitors. recombinant HADH2, NADH fluorescence, beta-hydroxybutyryl-CoA. hit rate 3.4% among 73,000; further: potency means the concentration at half of the fitted maximal effect; on the % scale 0 is the no-effect control and ±100 the full control effect; nearly all actives have a fitted effect of over 60% in size; many of its hits are not listed in these tables
Target sequence (Q99714 whole entry, looked up, one chain of several): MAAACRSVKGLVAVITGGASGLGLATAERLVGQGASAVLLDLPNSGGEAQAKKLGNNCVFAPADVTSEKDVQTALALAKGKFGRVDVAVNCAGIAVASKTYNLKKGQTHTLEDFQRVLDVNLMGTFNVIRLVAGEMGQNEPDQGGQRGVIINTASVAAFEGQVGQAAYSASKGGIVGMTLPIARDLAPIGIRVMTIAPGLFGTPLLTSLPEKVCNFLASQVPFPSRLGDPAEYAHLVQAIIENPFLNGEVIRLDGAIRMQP
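Activity measured as NADH fluorescence gain (360/450 nm), taken as the change between first and last reads of a 4-min kinetic run. Conditions: pH 9.0 Tris buffer, 20 nM E. coli-expressed His-tagged enzyme, 1 mM NAD+, 90 uM beta-hydroxybutyryl-CoA; 15-min compound preincubation.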
15-hLO inh = inhibitors of human 15-lipoxygenase (ALOX15) | purified 15hLO-1, xylenol orange hydroperoxide absorbance | Potency, µM (doses to about 57.1 µM), inactives show at the top dose activity change, negative = inhibition, actives largely listed as inhibitors | hit rate 1.4% among 74,000 | AID 887; further: potency means the concentration at half of the fitted maximal effect; on the % scale 0 is the no-effect control and ±100 the full control effect; nearly all actives have a fitted effect of over 55% in size
Target sequence (P16050 whole entry, looked up): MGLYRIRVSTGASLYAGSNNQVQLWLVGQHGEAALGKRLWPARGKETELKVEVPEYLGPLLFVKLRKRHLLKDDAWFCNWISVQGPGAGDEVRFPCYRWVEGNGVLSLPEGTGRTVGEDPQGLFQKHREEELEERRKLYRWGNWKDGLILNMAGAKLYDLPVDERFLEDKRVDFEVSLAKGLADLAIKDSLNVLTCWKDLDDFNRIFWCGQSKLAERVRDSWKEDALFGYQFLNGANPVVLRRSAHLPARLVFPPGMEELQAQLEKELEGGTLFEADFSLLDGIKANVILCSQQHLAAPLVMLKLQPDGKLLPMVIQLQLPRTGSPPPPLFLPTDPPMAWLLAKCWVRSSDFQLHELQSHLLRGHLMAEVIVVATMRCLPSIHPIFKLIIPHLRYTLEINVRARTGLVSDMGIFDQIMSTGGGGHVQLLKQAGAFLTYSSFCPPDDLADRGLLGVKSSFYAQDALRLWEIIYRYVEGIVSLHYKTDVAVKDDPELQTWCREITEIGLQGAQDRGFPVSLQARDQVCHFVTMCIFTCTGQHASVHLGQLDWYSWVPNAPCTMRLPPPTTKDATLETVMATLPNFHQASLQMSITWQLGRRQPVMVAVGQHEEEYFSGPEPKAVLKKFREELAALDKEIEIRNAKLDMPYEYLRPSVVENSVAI
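Compounds were preincubated 15 min at room temperature with 40 nM purified human enzyme (25 mM Hepes pH 7.5, 0.01% Triton X-100); 50 uM arachidonic acid reacted 6 min. Fe-xylenol orange detection, 30 min, absorbance ratio 573/405 nm.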
Ub-GFP proteasome = ubiquitin-GFP accumulation via proteasome inhibition; Ubiquitin-GFP reporter cells, proteasome inhibition, GFP fluorescence; response scale: untreated = 0%, 10 µM MG-132 = 100%; Potency, µM (titrated, usually from 45.9 µM), for the others: top-dose activation (GFP accumulation), most hits filed as activators; 67,000 tested, under 10 active; AID 526; active means well fitted activation curve with a large enough effect, not every such curve was filed as active; inconclusive means small, poorly fitted or top-dose-only effect, or another doubt; inactive means no such curve, though single readings can be large or run the other way; further: potency means the concentration at half of the fitted maximal effect
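GFP accumulation read-out: laser plate cytometry counting ubiquitin(G76V)-GFP-expressing U2OS cells after 4 hr compound exposure at 37 °C. Titrations spanned 46 uM to 2.9 nM; 0% = basal, 100% = 10 uM MG-132; concentration-response curves fitted.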
HBB splice mod = alters splicing of the hemoglobin beta chain; HBB splicing reporter cell assay, activation; EGFP reporter with mutant IVS2-654 intron; response scale: normalised to 500 nM splice-correcting PNA; Potency, µM (doses to about 46.1 µM), inactives show at the top dose activation, usual class: activators; hit rate 0.06% among 65,000; AID 925; further: potency means the concentration at half of the fitted maximal effect; 0% is about no effect
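Compounds were applied for 2 days to HeLa EGFP-654 cells, 500/well in Optimem with 2% FCS. The reporter's EGFP is disrupted by mis-splicing of beta-globin intron IVS2-654. Readout: summed well GFP fluorescence from 488 nm laser scanning; reference was 500 nM antisense […] 654 PNA.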
BRCT PPI green = blocks human BRCA1 BRCT binding to phosphopeptide, green readout; P38398; BRCA1 BRCT-phosphopeptide binding, green fluorescence polarization; Potency, µM (top dose mostly 76.9 µM), for inactives: top-dose activity change, negative = inhibition, usual class: inhibitors; hit rate 0.05% among 75,000; AID 875;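 further: potency means the concentration at half of the fitted maximal effect; plate controls were peptide without protein for full effect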
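Fluorescence polarization: His-tagged BRCT (~35 kDa BRCA1 C-terminus, 250 nM) bound to 100 nM fluorescein-labeled phosphorylated 10-aa BACH1 peptide, pH 7.3 phosphate buffer with DTT and Tween 20. Compounds incubated 12 min at room temperature; inhibition read as lowered polarization.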
Hsp90 Hop PPI = changes Hsp90-Hop TPR2A binding signal, up or down. Potency, µM (highest dose often 57 µM), without a hit: at the highest dose activity change, negative = inhibition. AlphaScreen TPR2A-His6 binding biotin-Hsp90 C-terminal peptide. hit rate 0.44% among 71,000; active means well fitted curve in either direction with a large enough effect; inconclusive means small, poorly fitted or top-dose-only effect, or another doubt; further: potency means the concentration at half of the fitted maximal effect; on the % scale 0 is the no-effect control and ±100 the full control effect; many of its hits are not listed in these tables
USP2a inh = inhibitors of human ubiquitin-specific protease USP2a; O75604; USP2a enzymatic assay, qHTS inhibition; Potency, µM (titrated, usually from 38.3 µM), for the others: top-dose activity change, negative = inhibition, usual class: inhibitors; hit rate 0.1% among 60,000; AID 927;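 further: potency means the concentration at half of the fitted maximal effect; nearly all actives have a fitted effect of over 60% in size; plate controls were DMSO for no effect and NEM full inhibition control for full effect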
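20 nM USP2 core + cpd, 30 min RT; add 20 nM Ub-PLA2/20 uM NBD C6-HPC; read Ex460/Em535 at 0 h and 2.5 h. Normalized to NEM; qHTS curve fit/classification.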
Epigenetic mod = epigenetic modulators derepressing GFP locus in mouse cells; mouse C127i GFP locus derepression, cytometry, 30 h; Potency, µM (series often up to 46.1 µM), inactives show top-dose GFP derepression (activation); hit rate 0.09% among 68,000; AID 597; further: % of control where 0% means no effect
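Murine C127i mammary cells carrying a silenced, stably integrated CMV-driven GFP reporter were treated with compound for 30 hours at 37 C. After PBS washes, GFP-positive cells were counted by laser-scanning microplate cytometry.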
CRE-bla Fsk = alters forskolin-stimulated CRE reporter signaling in CHO cells; CHO CRE-bla reporter (cAMP response element driving beta-lactamase), forskolin EC10, beta-lactamase ratio; Potency, µM (doses to about 38.2 µM), without a hit: at the top dose activity change, negative = inhibition, actives largely listed as activators; hit rate 2.5% among 71,000; AID 662; active means well fitted activation curve with a large enough effect in the signal ratio, with a control signal flat, not every such curve was filed as active; inconclusive means small, poorly fitted or top-dose-only effect, or effect the other way, or a change in a side signal; the % refers to the signal ratio; further: potency means the concentration at half of the fitted maximal effect; % of control where 0% means no effect
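Cells were plated overnight at 37 °C, exposed to compound titrations plus EC10 NKH 477 for 3 h, then given CCF4 dye for 2 h at room temperature. Blue/green (460/530 nm) ratio was converted to %Activity and AC50 values calculated.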
BRCT PPI red = inhibitors of human BRCA1 BRCT-phosphoprotein interaction (red fluorophore) | P38398 | BRCT-phosphopeptide binding, red fluorescence polarization | Potency, µM (doses to about 76.9 µM), for inactives: top-dose activity change, negative = inhibition, most hits filed as inhibitors | hit rate 0.03% among 75,000 | AID 892; further: on the % scale 0 is the no-effect control and ±100 the full control effect
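Rhodamine-labelled pBACH1 10-mer (100 nM) bound to BRCT domain (100 nM) at pH 7.3; compounds incubated 12 min room temperature, polarization read. Free peptide defines full inhibition; unlabelled decapeptide titrated as control.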
* marks the source's active call; other numbers are inactive results; ? = inconclusive; / = no result given; [ ] = another dose, or the depositor's remark. Unless noted, the call rests on the fitted dose curve; in most records, active means well fitted curve in the direction sought with a large enough effect; inconclusive means small, poorly fitted or top-dose-only effect, or another doubt; inactive means no such curve, though single readings can be large; an effect the other way counts as inactive or inconclusive. An excerpt (hit frequency here may not be typical).

SMILES | Pol III holo inh | HADH2 inh | 15-hLO inh | Ub-GFP proteasome | HBB splice mod | BRCT PPI green | Hsp90 Hop PPI | USP2a inh | Epigenetic mod | CRE-bla Fsk | BRCT PPI red
Cc1cccc(-n2c(=O)cc(N3CCN(c4ccc(F)cc4)CC3)[nH]c2=O)c1 | -0.2% | -3.1% | -4.8% | -7.1% | -1.6% | 10.6% | -6.3% | / | / | -0.9% | -3.5%
CCOc1cc(CC(=O)N[C@@H](CC(C)C)c2ccccc2N2CCCCC2)ccc1C(=O)O | -1.9%[25.6 µM] | 0.9%[25.6 µM] | 7.5%[25.6 µM] | -4.8%[20.5 µM] | 1.8%[20.6 µM] | -1.0%[34.4 µM] | 1.7%[26 µM] | 14.8%[17.1 µM] | 0.0%[20.6 µM] | -14.0%[17.1 µM] | -0.2%[34.4 µM]
CN(C)c1ccc(CNC(=O)C2CCN(S(=O)(=O)c3ccc4c(c3)CCC(=O)N4)CC2)cc1 | -4.1% | 4.5% | -2.6% | -9.4% | 0.1% | 0.7% | -6.9% | / | 0.0% | -10.8% | -0.4%
COc1ccccc1CN1CC2(CCN(C(=O)c3cnccn3)CC2)C1 | -2.8% | -11.4% | 5.6% | -2.6% | 0.5% | -1.7% | -7.5% | 6.3% | 2.3%[9.22 µM] | 2.2% | -0.7%
CC(=O)N=c1ncn(CC(COC(C)=O)OC(C)=O)c2nc[nH]c12 (configuration not stated) | -5.5% | -3.4% | 1.4% | 2.6% | / | -1.5% | -0.2% | -8.3% | 1.2% | -0.9% | -2.8%
CCc1cccc2c(C#N)cn(CCOc3ccccc3OC)c12 | 1.4% | 5.3% | -19.9% | -1.4% | -1.4% | 1.7% | 1.8% | -7.5% | -1.2% | ? | -0.5%
COc1ccccc1NS(=O)(=O)c1ccc(C)c(C(N)=O)c1 | -2.9% | 2.4% | 1.3% | 0.2% | -0.6% | -4.5% | ? | -0.6% | -0.7% | 0.8% | -3.4%
CCOC(=O)c1cnn(-c2ncnc3c2oc2ccccc23)c1N | -3.6% | ? | -0.2% | 7.3% | -1.7%[57.5 µM] | -1.8% | 1.1% | 4.4% | 2.2% | 18.9% | -0.8%
Cc1ccc(C(=O)OCC(=O)N2CC(=O)Nc3ccccc32)s1 | -4.4% | 6.5% | 0.7% | 2.5% | 0.5%[57.5 µM] | 1.4% | -2.7% | -2.6% | -4.2% | -1.0% | -0.6%
Cc1c(O)ccc2c1OCO2 | / | -11.7%[11.4 µM] | -3.4%[11.4 µM] | / | 1.3%[9.22 µM] | -2.2%[15.4 µM] | / | / | / | / | 1.2%[15.4 µM]
Cn1cnnc1SCC(=O)Nc1sc2c(c1C(N)=O)CCC2 | -23.8% | 12.6µM* | ? | -4.7% | 0.6% | 0.0% | -10.1% | 4.3% | 0.0% | 11.2% | -1.5%
CC12CCC(C(=O)N3CCCCC3)(CC1=O)C2(C)C (configuration not stated) | -5.4% | -1.5% | 2.3% | 0.5% | -2.9% | -2.3% | -0.9% | -5.2% | 0.0% | -2.6% | -1.3%
O=[N+]([O-])c1cccc(/C=N\Nc2ccc3ccccc3n2)c1O | -7.2%[11.4 µM] | 1.6%[11.4 µM] | 46.6%[activator][11.4 µM] | -3.1%[9.17 µM] | 0.3%[9.22 µM] | -0.4%[15.4 µM] | ? | / | 1.2%[9.22 µM] | 13.2%[7.6 µM] | -0.1%[15.4 µM]
COC(=O)c1cn(-c2ccccc2)nc1C(=O)OC | -1.7% | 7.6% | 2.9% | -6.3% | 0.1%[57.5 µM] | 0.0% | 1.2% | 3.8% | -4.8% | ? | -0.2%
CC(C)NC(=O)CSc1nc2ccccc2n1-c1ccccc1 | -2.0% | 6.3% | -1.3% | -0.8% | -4.5% | -5.6% | -6.1% | 8.9% | 0.0% | -1.8% | -0.6%
COc1cccc(C(=O)Nc2ccc(N(C)C)cc2)c1OC | -6.0% | -2.4% | -15.7% | 1.6% | -0.5% | -1.0% | -17.8% | -4.7% | 0.0% | ? | 0.1%
COc1ccc(CNC(=O)Nc2ccc(C)cc2)cc1 | -3.6% | 4.5% | -1.3% | 0.4% | 6.4% | -0.3% | -5.3% | 0.7% | 6.5% | -0.3% | 1.7%
COc1ccc(F)cc1CN1CCN(C(=O)CCC(=O)Nc2nnc(C(C)C)s2)CC1 | -3.4% | 6.3% | -3.0% | -2.7% | -1.2% | -1.0% | -2.6% | 9.5% | 2.9% | 8.5% | 1.0%
COc1cccc2[nH]c3c(N4CCC(C(N)=O)CC4)ncnc3c12 | -5.1% | 25.1µM* | -1.9% | 19.3% | 4.2%[1.84 µM] | -2.5% | 1.0% | -0.9% | 0.0% | ? | 0.2%
COCCN1Cc2cccc(C(=O)Nc3cccc(OC)c3)c2C1=O | -2.6% | 3.2% | 0.8% | -4.3% | -2.5% | -0.5% | -3.4% | -4.3% | -2.8% | ? | 0.0%
O=S(=O)(c1cc(Cl)ccc1Br)N1CCOCC1 | 0.7% | -3.4% | -0.3% | -3.4% | 0.4%[9.22 µM] | -2.0% | 1.7% | -2.5% | 2.2% | 5.5% | 0.4%
CCC1(C)Cc2ccccc2/C(=C/C(=O)N2CCCCC2)N1 (configuration not stated) | -4.4% | 15.3% | -6.6% | 0.0% | / | -0.4% | -13.9% | 6.6% | 17.6% | -8.2% | 0.0%
O=C(CN1CCC(n2nnc3cc(F)ccc32)CC1)N1CCc2ccccc2C1 | 1.3% | -5.2% | 2.2% | -3.4% | / | -0.4% | -0.7% | 30.1%[activator] | -3.1% | -2.4% | -0.3%
Cc1nn(-c2ccccc2)c(N2CCCCC2)c1/C=N/O | -6.0% | 3.8% | -17.3% | 18.8% | -1.6%[9.22 µM] | -2.6% | -3.1% | -21.1% | -2.2% | 13.1% | -0.9%
COC(=O)C1=C(C)NC(C)=C(C(=O)OC)C1c1ccccn1 | -1.1% | 2.9% | -2.7% | -2.5% | 0.1% | -2.5% | 1.1% | 0.7% | 0.3% | 1.8% | 0.0%
O=C(NCc1ccco1)N1c2ccccc2Sc2ccccc21 | -7.4% | -6.7% | -17.5% | 12.5% | 0.3%[9.22 µM] | 0.1% | -6.1% | 6.4% | -1.6% | -17.6% | -0.6%
CC1(C)CC(=O)C2=C(C1)OC(c1cccs1)C(C#N)=C2N (configuration not stated) | -0.2% | 0.4% | -2.0% | 7.7% | -0.9% | -0.5% | -5.4% | 8.3% | 4.1% | 5.3% | -0.8%
CC(C)=CCC/C(C)=C/CO/N=C1/C[C@@H](O)[C@@H](O)[C@@H]2[C@@H]3C(=O)N(Cc4ccccc4)C(=O)[C@H]3CC[C@H]12 | / | 3.1%[11.4 µM] | -16.3%[11.4 µM] | / | 0.4%[9.22 µM] | 0.4%[15.4 µM] | / | / | / | / | 0.4%[15.4 µM]
Cc1nc(NCc2ccccc2)c2nc(-c3ccccc3)n(CC(C)(C)CN(C)C)c2n1 | -11.5% | 10.2% | 3.98µM* | -4.0% | 0.7% | 1.8% | -3.8% | / | / | -18.0% | 0.9%
CCN(CC)C(=O)CSc1nnc(CCN)o1 | -2.4% | -11.6% | 12.8% | -1.2% | 2.2%[57.5 µM] | -0.8% | -1.6% | 0.6% | 0.4% | -5.0% | 0.8%
CC(C)(C)NS(=O)(=O)c1ccc(CCC(=O)O)cc1 | -4.7% | 5.2% | 5.6% | 1.0% | -0.1% | -1.1% | 0.6% | -5.1% | 0.0% | 2.3% | 1.1%
COc1ccc(Cc2nc(-c3ccc(-n4cccc4)cc3)no2)cc1 | 5.2% | -26.3% | -2.0% | -3.1% | -0.7% | 2.0% | 0.6% | / | 0.0% | 12.3% | 0.9%
COc1ccccc1N1CCN(S(=O)(=O)c2ccccc2)CC1 | 2.6% | 5.5% | 3.3% | 3.7% | 0.7% | -1.8% | 0.2% | -4.9% | 2.0% | 4.3% | -2.8%
